Growth percent in the NCI-60 one-dose screen (48 h, 10 µM unless noted): 100 = growth as untreated, 0 = no growth, -100 = all killed.
SF-539 = SF-539 CNS cancer; AID 1794752; 6.8% of 81,000 active
SNB-19 = SNB-19 CNS cancer cells. 2.5% of 81,000 active
HCC-2998 = HCC-2998 colon cancer; AID 1794799; 4.7% of 79,000 active
SF-268 = SF-268 CNS cancer cells; 3.1% of 82,000 active
SF-295 = SF-295 CNS cancer cells | 5.6% of 79,000 active
SNB-75 = SNB-75 CNS cancer; 5% of 79,000 active; AID 1794750
U251 = U251 CNS tumor cells | 5.4% of 80,000 active
PC-3 = PC-3 prostate cancer cells; 3.9% of 80,000 active
An asterisk follows results filed as active; nt = no result given; & = joins results of further samples; ! = not active in a repeat; [ ] = remark or other dose. The calls were made as follows: active = growth percent below 10; inactive = the rest.

SMILES	SF-539	SNB-19	HCC-2998	SF-268	SF-295	SNB-75	U251	PC-3
CCN[C@@H]1C[C@H](N)[C@@H](O[C@H]2OC(CN)=CC[C@H]2N)[C@H](O)[C@H]1OC1OC[C@](C)(O)[C@H](NC)[C@H]1O (stereo partly drawn)	110.3	115.9	126.3	111.8	108.5	105.7	112.2	102.1
COc1ccc(NC(=O)CSc2ccc(-c3ccccc3)nn2)cc1	91.4	100.0	95.6	105.4	104.5	98.1	104.0	102.8
O=C(CSc1nccc(Nc2ccc(S(=O)(=O)Nc3nccs3)cc2)n1)c1ccc(C(F)(F)F)cc1	95.7	93.2	111.7	109.7	96.7	91.5	86.6	93.2
CC1=CC(C)(C)NC(=S)N1c1cccc(C)c1	111.6	106.2	97.1	104.7	105.6	103.7	105.0	nt
CN[C@@H]1CCC[C@H](NCCCc2ccc(F)cc2)[C@H]1c1ccccc1Cl	97.8	95.3	75.1	88.1	92.0	78.7	81.4	72.8
COc1ccc2c(c1)/C(=C\c1c[nH]c3ccc(Br)cc13)C(=O)N2	94.6	87.0	77.9	nt	113.2	91.2	117.4	80.1
O=C1c2ccccc2C23C(=C(Br)c4cc(Br)ccc42)CCCN13 (stereo not drawn)	90.8	75.1	92.8	83.3	80.8	84.2	92.5	59.2
O=C(Nc1cccc(-n2cc(-c3ccncc3)c(-c3ccc(Cl)c(O)c3)n2)c1)Nc1ccc(Cl)c(Cl)c1	37.0	30.3	nt	29.1	nt	nt	12.4	5.4*
COc1ccc(C(=O)c2sc3nc4c(c(C(F)(F)F)c3c2N)CN(C(C)=O)CC4)cc1OC	nt	95.8	94.9	85.0	86.2	74.6	78.3	nt
O=c1nc(NO)ccn1C1CCCO1 (stereo not drawn)	98.2	107.2	106.2	106.5	nt	95.7	112.5	103.2
Cn1cc(-c2csc(-c3cn(CCOC(N)=O)c4ccccc34)n2)c2cccnc21	92.7	78.6	90.4	95.8	86.2	80.7	77.8	63.6
CC(/C=c1\sc2nc3ccccc3n2c1=O)=C\c1ccccc1	102.7	96.7	116.3	117.4	102.2	93.0	108.8	117.8

3 of the compounds above, with each value named:
CC1=CC(C)(C)NC(=S)N1c1cccc(C)c1
  SF-539 = 111.6 | SNB-19 = 106.2 | HCC-2998 = 97.1 | SF-268 = 104.7 | SF-295 = 105.6 | SNB-75 = 103.7 | U251 = 105.0 | PC-3 = nt
CN[C@@H]1CCC[C@H](NCCCc2ccc(F)cc2)[C@H]1c1ccccc1Cl
  SF-539 = 97.8 | SNB-19 = 95.3 | HCC-2998 = 75.1 | SF-268 = 88.1 | SF-295 = 92.0 | SNB-75 = 78.7 | U251 = 81.4 | PC-3 = 72.8
COc1ccc2c(c1)/C(=C\c1c[nH]c3ccc(Br)cc13)C(=O)N2
  SF-539 = 94.6 | SNB-19 = 87.0 | HCC-2998 = 77.9 | SF-268 = nt | SF-295 = 113.2 | SNB-75 = 91.2 | U251 = 117.4 | PC-3 = 80.1

Following part
SMILES	SF-539	SNB-19	HCC-2998	SF-268	SF-295	SNB-75	U251	PC-3
COc1cccc(Nc2ccnc3[nH]c4ccc([N+](=O)[O-])cc4c23)c1	48.9	37.4	84.8	60.7	45.5	21.0	42.0	48.2
COc1ccc2nc(-n3nc(C)cc3C)c(-n3nc(C)cc3C)nc2c1	107.1	102.4	89.8	118.9	98.7	116.0	106.0	105.1
O=C(CC(c1ccccc1)c1ccccc1)c1ccccc1	109.6&99.3&106.3	89.3&92.1&93.6	96.1&104.3	94.4&99.1&97.6	89.6&97.3&103.4	79.4&90.6&112.8	80.8&79.8&86.1	73.9&85.9&84.1
CCCCCCCCCCCCCCn1c2ccccc2c2c3c(c4c5cc(OC)ccc5oc4c21)C(=O)NC3=O	97.0	104.6	106.8	99.8	104.5	81.4	99.8	106.7
COc1ccc(-c2cc(-c3cc(OC)c(OC)c(OC)c3)c(C#N)c(=O)n2CCCCCC(=O)O)cc1	91.9	94.3	108.1	95.3	89.5	57.0	87.8	92.2
CCCCn1c(=O)c(-c2cc(-c3ccc(F)cc3)nc(-c3ccc(F)cc3)c2)cc2ccc(Cl)cc21	101.1	93.2	111.4	98.1	98.0	89.2	100.7	97.0
COc1ccc(-n2c(-c3ccccc3)c(-c3ccccc3)c3c(SCc4n[nH]c(=S)o4)ncnc32)cc1	92.4	90.7	98.4	94.1	94.4	nt	84.9	75.4
C=C(C)[C@@H]1CC[C@]2(c3nnc(-c4ccncc4)o3)CC[C@]3(C)[C@H](CC[C@@H]4[C@@]5(C)CCC(=O)C(C)(C)[C@@H]5CC[C@]43C)[C@@H]12	100.4	84.1	98.2	100.1	100.6	85.1	87.8	72.3
CC(C)Nc1cc(-c2c[nH]c(C(=O)N[C@H](CO)c3cccc(Cl)c3)c2)c(Cl)cn1	45.2	51.3	-10.9*	59.6	45.6	51.8	28.0	34.9
CCCCCN1C(=O)/C(=c2\sc3n(c2=O)C2C(NN=3)N(CC)C(=O)N2CC)c2cccc(C)c21 (stereo not drawn)	23.8	53.1	86.0	56.9	45.0	20.5	61.0	40.0
CC/C(=C(\c1ccc(O)cc1)c1ccc(OCCN(C)C(=O)COCCOCCNC(=O)c2cccc3c2CN(C2CCC(=O)NC2=O)C3=O)cc1)c1ccccc1 (stereo not drawn)	93.9	92.8	111.8	96.5	97.1	87.2	100.9	100.9
C[N+](C)(C)CC(=O)N/N=C\c1ccccc1C(=O)O	111.3	112.4	106.1	110.3	101.2	103.1	98.6	92.4
O=C(Cn1cc(COc2ncnc3c2cnn3-c2ccccc2)nn1)Nc1cccc2ccccc12	90.0	88.4	104.2	92.6	99.4	74.9	96.7	95.8
CCN(CC)CCCC(C)Nc1cnc(C(=O)Nc2ccc(Cl)c3cccnc23)cn1 (stereo not drawn)	-73.6*	49.6	32.6	35.8	63.0	41.7	-35.3*	39.4
C=C(C)[C@@H]1CC[C@]2(C(=O)OCCCC[P+](c3ccccc3)(c3ccccc3)c3ccccc3)CC[C@]3(C)[C@H](CC[C@@H]4[C@@]5(C)CC[C@H](OC(=O)C(Cl)Cl)C(C)(C)[C@@H]5CC[C@]43C)[C@@H]12	-44.2*	11.0	-62.8*	-15.7*	-76.9*	-46.6*	-37.1*	-26.2*
Cn1c2ccccc2c2nn(C(=O)c3ccccc3)c(=O)nc21	106.1	99.0	107.5	111.4	98.2	105.0	111.8	92.4
CCCCCCCSc1nnc(-c2c(C)nc3ccc(C)cn23)o1	95.3	103.9	103.2	107.2	95.1	104.4	91.7	105.9
O=C(CN1C(=O)S/C(=C\c2ccccc2)C1=O)Nc1ncc(Cc2ccc(Cl)cc2)s1	97.8	90.5	99.6	90.6	99.4	78.8	102.0	89.8
Cc1cc(C(=O)O)c(C)c(S(=O)(=O)O)c1	100.4	99.7	29.2	112.1	135.3	60.8	97.8	83.6
N#C/C(=C1\NC(=O)CS1)c1nc2ccccc2s1	98.7	95.9	106.6	98.8	88.3	87.4	89.1	90.3
CCN(Cc1ccccc1)c1ccc(C(=C2C=CC(=[N+](CC)Cc3ccccc3)C=C2)c2cc(O)c(S(=O)(=O)O)cc2S(=O)(=O)O)cc1	92.0	94.7	96.3	111.1	94.4	91.4	102.1	96.1
COc1ccc(/C=C2\CCCC3=C2NC(C)=NC3c2ccc(OC)cc2)cc1 (stereo not drawn)	101.5	95.4	114.0	107.3	90.8	94.7	95.9	91.7
Cc1cc(C)c(C=O)c(C)c1	105.6	101.6	107.6	104.0	101.5	83.0	101.1	79.9
CCCCCCCCOC(=O)Nc1ccc(OCC)cc1	102.7	101.0	104.2	99.4	95.2	102.1	93.3	103.0
CN(Cc1ccccc1)C(=O)N/C(N)=N/c1nc2ccccc2s1	90.7	82.2	97.2	98.6	69.4	105.0	84.6	78.4
Cc1c(Cc2ccccc2)c(=O)oc2c(C)c(OCc3nnc4n3C(=O)c3ccccc3-4)ccc12	103.6	96.5	113.8	96.6	97.4	75.1	97.4	89.5
COc1cc(NC(=O)c2ccc(-c3cccc(Cl)c3)o2)ccc1NC(=O)C(C)C	101.4	94.8	101.3	93.1	nt	65.6	84.3	92.2
O=C1c2ccccc2OC=C(c2ccccc2)N1CCCCN1CCCCC1	95.7	50.7	69.1	55.5	79.3	76.1	30.3	23.3
CN(C)c1ccc(CNCCO)cc1	97.5	98.5	109.1	101.5	103.0	101.3	89.4	68.5
COc1cc(CCn2nnc3c(NCCCO)ncnc32)cc(OC)c1	102.7	100.5	105.4	96.9	98.1	92.0	93.2	93.6
O=C(O)c1ccc(-n2cc(/C=N/Nc3ccccc3F)c(-c3cc4ccccc4oc3=O)n2)cc1	78.9	83.9	107.9	77.7	81.7	89.7	100.9	68.2
NS(=O)(=O)OCC1OC(n2cnc3cncnc32)C(O)C1O (stereo not drawn)	-4.8*[0.1 µM]	0.2*[0.1 µM]	22.9&30.7[0.1 µM]	9.5*![0.1 µM]	24.0[0.1 µM]	40.4&32.3[0.1 µM]	-11.8*[0.1 µM]	17.8&21.0[0.1 µM]
C/C=C\C=N\NC(N)=S	96.6	103.8	103.5	96.8	95.5	100.8	82.7	87.1
CCOc1ccc(-c2cn[nH]c2N)cc1OCC	101.2	114.9	104.5	104.9	92.2	74.3	96.5	101.3
Cc1ccc2c(c1)Nc1nc3nonc3nc1N2	98.1	104.8	101.2	105.9	101.2	89.9	97.2	102.3
Nc1c(C(=O)Nc2ccccc2Cl)sc2nc3c(cc12)CCCCCCCC3	94.3	86.3	105.5	87.6	93.8	97.8	84.2	81.9
CCCCNC(=O)Oc1ccc(/C(=C(/CC)Cc2ccccc2)c2ccc(OCCN3CCOCC3)cc2)cc1	95.1	87.6	92.0	74.4	90.5	90.5	83.2	34.9
O=C(OCC1OC(n2cnc3c(=S)nc[nH]c32)C(OC(=O)c2ccc([N+](=O)[O-])cc2)C1OC(=O)c1ccc([N+](=O)[O-])cc1)c1ccc([N+](=O)[O-])cc1 (stereo not drawn)	99.8	106.5	116.2	109.5	105.1	92.4	110.5	95.2
O=C(N/N=C/c1ccc(Cl)cc1)c1ccc(C(F)(F)F)nc1Nc1cccc(C(F)(F)F)c1	3.5*	30.4	-38.9*	2.5*	-22.9*	61.3	5.9*	9.4*
CC(C)(C)c1ccc(C(=O)Nc2sc3cc(N4CCCC4)ccc3c2C(N)=O)cc1	101.1	93.1	102.1	92.7	96.3	95.7	98.9	90.9
O=C1C(Cl)=C(O)C2(Cl)C(Cl)=C(Cl)C12Cl (stereo not drawn)	97.4&89.3	104.0&108.5	102.5&103.9	107.9&110.2	98.1&118.8	109.9&88.3	91.6&101.7	99.8&102.4
CCN1CCN(C(=O)[C@]2(C)CC[C@]3(C)CC[C@]4(C)C(=CC(=O)[C@@H]5[C@@]6(C)CCC(=O)C(C)(C)[C@@H]6CC[C@]54C)[C@@H]3C2)CC1	64.5	76.4	74.4	66.1	83.6	82.3	53.3	22.4
O=C(O)c1c[nH]c2nccnc12	106.0	115.9	118.4	111.5	110.1	88.5	98.1	106.8
Cc1c(-c2ccccc2)c(-c2ccccc2)c(C)n1-c1ccc(F)cc1	91.9	95.7	85.9	83.6	74.4	83.7	53.8	43.6
COc1cc(-c2c3c(nn2Cc2ccccc2)CCc2cnoc2-3)cc(OC)c1OC	90.1	94.0	95.5	108.3	86.1	68.7	93.4	80.0
CCc1c(C(=O)Nc2ccc3ccccc3c2)[nH]c(C)c1C(C)=O	96.2	109.8	99.1	109.8	102.3	84.4	98.3	74.0
COc1ccc(C(=O)C[n+]2ccccc2)cc1	94.3	96.2	nt	100.8	89.0	85.3	98.9	85.6
CCN(CC)c1ccc2c(c1)Cc1ccccc1-2	102.6	103.3	108.9	105.8	105.1	98.5	102.3	113.2

Whole records as entered above:
Results for CCN(Cc1ccccc1)c1ccc(C(=C2C=CC(=[N+](CC)Cc3ccccc3)C=C2)c2cc(O)c(S(=O)(=O)O)cc2S(=O)(=O)O)cc1 : SF-539: 92.0; SNB-19: 94.7; HCC-2998: 96.3; SF-268: 111.1; SF-295: 94.4; SNB-75: 91.4; U251: 102.1; PC-3: 96.1
Results for O=C(N/N=C/c1ccc(Cl)cc1)c1ccc(C(F)(F)F)nc1Nc1cccc(C(F)(F)F)c1 : SF-539: 3.5*; SNB-19: 30.4; HCC-2998: -38.9*; SF-268: 2.5*; SF-295: -22.9*; SNB-75: 61.3; U251: 5.9*; PC-3: 9.4*
Results for CCCCCCCCOC(=O)Nc1ccc(OCC)cc1 : SF-539: 102.7; SNB-19: 101.0; HCC-2998: 104.2; SF-268: 99.4; SF-295: 95.2; SNB-75: 102.1; U251: 93.3; PC-3: 103.0

Next part
SMILES	SF-539	SNB-19	HCC-2998	SF-268	SF-295	SNB-75	U251	PC-3
CC(=O)N[N+](C)(C)C	93.4	105.1	102.4	102.3	101.9	83.1	95.6	96.4
CCC(C)Nc1nc2c(c(=O)n(C)c(=O)n2C)n1C (stereo not drawn)	95.4	108.8	109.7	107.7	102.2	96.7	98.6	106.4
O=C(c1nc2ccccc2[nH]1)C1C(c2ccc(C(F)(F)F)cc2)C2CSCN2[C@@]12C(=O)Nc1ccccc12 (stereo partly drawn)	91.6	84.9	99.6	90.2	95.3	72.9	93.2	79.5
COc1ccc(C2NC(=O)C(Cl)c3c2sc2c(F)cccc32)c(OC)c1 (stereo not drawn)	96.6	99.7	108.0	90.4	102.3	87.7	99.6	88.4
COc1cc(/C=N/c2n[nH]c(Nc3ccccc3)n2)cc(OC)c1OC	97.5	92.1	100.9	99.1	101.6	95.7	88.4	100.6
N#CC1=C(c2cccs2)Nc2c(c(-c3ccccc3)nn2-c2ccccc2)C12C(=O)Nc1ccc(Cl)cc12 (stereo not drawn)	20.5	13.4	26.1	23.2	12.9	36.9	16.2	12.8
C#C/C(=C\c1ccc(Br)cc1)n1nc2cccc(F)c2n1	105.8	78.8	99.4	98.7	85.1	52.4	74.8	90.1
O=C(COC(=O)c1ccc(Br)o1)Nc1nc(-c2ccccc2)cs1	108.0	100.9	87.0	94.0	128.8	101.6	98.9	nt

Screening results: PubChem BioAssay, NCI
